H9c2 TAG inh: triacylglycerol accumulation inhibition; H9c2 cells, Nile Red lipid (TAG) fluorescence; cells loaded with 200 µM oleic acid; inhibition, % at 12.5 µM; 0.66% of 230,000 active;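 active = pattern-corrected inhibition of lipid staining of at least 50% with the nuclear-stain viability signal not falling by more than 50%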;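 note: 0% = DMSO wells and 100% = triacsin C control wells; some results filed as inactive read as strong as hits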
H9c2 TAG inh DAPI viability: recorded beside H9c2 TAG inh, whose call it bears; DAPI nuclei signal change (viability), lower = more cytotoxic, %;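 whole-well DAPI fluorescence read on a plate reader as a viability signal; minus 50 percent equals half of cells still viable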
An asterisk follows results filed as active. This is a subset; the hit share may differ from the screen's.

1	CCOC(=O)N1CCN(C(=O)Nc2ccc(NC(=O)N3CCN(C(=O)OCC)CC3)cc2)CC1
2	CCCC1c2ccsc2CCN1C(=S)NC (configuration not stated)
3	COc1ccc(NC(=O)C(NC(C)=O)C(=O)NCc2ccccc2)cc1 (configuration not stated)
4	COc1ccc(C=CC(=O)C=CC=Cc2ccccc2)cc1
5	COc1ccc(C(=O)NNC(=O)c2cccc3ccccc23)cc1
6	CCC(=O)N(c1nnc(SC(C)C(=O)Nc2ccc(N3CCOCC3)cc2)s1)C1CC1 (configuration not stated)
7	O=C(Cn1nnc(-c2ccc(Cl)cc2)n1)NC1CC2CCC1C2 (configuration not stated)
8	CCOc1cc(N2CCOCC2)c(OCC)cc1NC(=O)CN1C(=O)NC(C)(c2ccc(OC)cc2)C1=O (configuration not stated)
entry no.	1	2	3	4	5	6	7	8
H9c2 TAG inh	7	-7	1	14	-15	-1	-4	-2
H9c2 TAG inh DAPI viability	-2	3	0	1	5	-6	-1	-5

9	O=C(COC(=O)COc1ccc(Br)cc1)NCc1ccccc1
10	CC(OC(=O)CSc1ccccc1)C(=O)NC1CCCCC1C (configuration not stated)
11	CC(C)C(=O)NCc1cc(-c2ccccc2)no1
12	O=C(/C=C\c1ccccc1)Nc1nccs1
13	Cc1ccc(-c2cc(C(=O)Nc3cc(C)ccc3C)[nH]n2)c(O)c1
14	CCOC(=O)c1ccc(NC(=O)N2CCc3ccccc3C2)cc1
15	O=C(NCc1ccccn1)c1ccc(-c2ccccc2)cc1
16	O=C(Nc1c(C(=O)N2CCOCC2)cnn1-c1ccccc1)c1cccc(F)c1
entry no.	9	10	11	12	13	14	15	16
H9c2 TAG inh	-13	14	-5	7	-7	-9	8	25
H9c2 TAG inh DAPI viability	-3	-1	0	3	8	0	-13	4

17	O=C(CCc1nc2ccccc2c(=O)[nH]1)Nc1nnc(SCc2ccccc2)s1
18	CCCc1cc(=O)[nH]c2nnc(SCC(=O)Nc3nnc(SCC)s3)n12
19	O=C(c1cccs1)N1C[C@H](n2cc(C3CC3)nn2)[C@@H](O)C[C@@H]1c1ccccc1
20	O=c1[nH]c(CN2CCN(Cc3ccc4c(c3)OCO4)CC2)nc2ccccc12
21	O=C(C[n+]1ccc2ccccc2c1)c1ccc(NC(=O)c2ccccc2)cc1
22	Cc1cc(NC(=O)C(C)SCC(=O)OCc2ccc(Cl)cc2Cl)no1 (configuration not stated)
23	CC(=O)c1cccc(NC(=O)NNC(=O)c2ccc(Cl)cc2Cl)c1
24	CCC(c1ccccc1)c1nc(-c2ccccn2)no1 (configuration not stated)
entry no.	17	18	19	20	21	22	23	24
H9c2 TAG inh	2	12	-7	-13	-1	3	19	-5
H9c2 TAG inh DAPI viability	8	-2	-9	-2	7	4	-5	9

Four successive records from above, for reference:
19	O=C(c1cccs1)N1C[C@H](n2cc(C3CC3)nn2)[C@@H](O)C[C@@H]1c1ccccc1
20	O=c1[nH]c(CN2CCN(Cc3ccc4c(c3)OCO4)CC2)nc2ccccc12
21	O=C(C[n+]1ccc2ccccc2c1)c1ccc(NC(=O)c2ccccc2)cc1
22	Cc1cc(NC(=O)C(C)SCC(=O)OCc2ccc(Cl)cc2Cl)no1 (configuration not stated)
entry no.	19	20	21	22
H9c2 TAG inh	-7	-13	-1	3
H9c2 TAG inh DAPI viability	-9	-2	7	4

Going on with the list:
25	NC(=O)N/N=C/c1ccc([N+](=O)[O-])o1
26	Cc1nnc(SCc2ccc(F)cc2)s1
27	Cc1ccc(-n2cccc2/C=C2\C(=N)N3N=C(c4ccco4)SC3=NC2=O)cc1
28	C[C@H](CO)N1C[C@H](C)[C@@H](CN(C)C)Oc2c(NC(=O)CCC(F)(F)F)cccc2C1=O
29	O=C(NCCCCNC(=O)c1c(Cl)cccc1Cl)c1c(Cl)cccc1Cl
30	COc1ccccc1-c1ccc(=O)n(CC(=O)NCC2CCCO2)n1 (configuration not stated)
31	Cc1ccc(C(=O)NNC(=O)CCC(=O)Nc2cc(C)on2)cc1
32	N#Cc1ccccc1S(=O)(=O)N1CCN(C(=O)C2CCC2)CC1
entry no.	25	26	27	28	29	30	31	32
H9c2 TAG inh	-2	2	11	4	-13	-7	4	4
H9c2 TAG inh DAPI viability	1	-2	-2	-2	10	-5	1	4

33	C=CC[C@@H](CC(=O)OC(C)(C)C)C(=O)OC[C@@H]1CCCN1C(=O)[C@@H](CC=C)CC(=O)N[C@@H](CO)Cc1ccccc1
34	CC(=O)OCC(=O)Nc1cc(S(=O)(=O)N2CCCCCC2)ccc1Cl
35	O=[N+]([O-])c1cc2c(cc1/C=N/n1c(-c3ccccc3)n[nH]c1=S)OCO2
36	O=C(Nc1ccccc1N1CCOCC1)c1cccs1
37	COc1ccc(C)cc1-n1c(SCC(=O)Nc2cc(C)on2)nc2ccccc2c1=O
38	CC(C)C[C@@H]1NC(=O)[C@H](Cc2ccc(O)cc2)NC(=O)c2cc([N+](=O)[O-])cc(I)c2NCCC[C@@H](C(N)=O)NC1=O
39	COC(=O)c1ccc(Cl)c(NC(=O)CSc2ncn[nH]2)c1
40	CC(CC(=O)Nc1ccc2c(c1)c(=O)n(C)n2Cc1ccc(F)cc1)C(F)(F)F (configuration not stated)
entry no.	33	34	35	36	37	38	39	40
H9c2 TAG inh	-3	-1	9	-41	8	16	-2	-13
H9c2 TAG inh DAPI viability	-4	-7	-11	4	-5	4	3	12

41	COCCN(C(=O)CSc1n[nH]c(-c2ccccc2)n1)c1c(N)n(Cc2ccccc2)c(=O)[nH]c1=O
42	Cn1c(SCC(=O)NCCc2ccccc2)ncc(C(=O)Nc2ccc(F)cc2)c1=O
43	O=C(CNCCc1ccc(Cl)cc1Cl)NCc1ccco1
44	Cc1ccccc1NC(=S)N1CCCN(Cc2ccc(F)cc2)C1
45	C=CCSC1=Nc2sccc2C2=NC(=O)CN12
46	Cc1c(Cl)c([N+](=O)[O-])nn1Cc1ccc(C(=O)N/N=C\c2cc(Cl)ccc2O)o1
47	CCOC(=O)C1=C(C)NC(C)=C(C(=O)OCC)C1c1ccc(C)o1
48	O=[N+]([O-])c1cccc(/C([O-])=C(/C(=S)Nc2ccccc2F)[n+]2ccccc2)c1
entry no.	41	42	43	44	45	46	47	48
H9c2 TAG inh	-16	19	8	-8	2	23	-8	5
H9c2 TAG inh DAPI viability	-3	-6	-8	0	6	-33	-5	2

49	CSc1ccc(CN2CCC(CO)(Cc3ccc(Cl)cc3)CC2)cc1
50	COc1ccc(/C=C2\SC(=S)N(CCCC(=O)NNC(=O)c3ccccc3O)C2=O)cc1
51	Cc1ccc(S(=O)(=O)N(C)C)cc1NC(=O)COC(=O)CNC(=O)C12CC3CC(CC(C3)C1)C2
52	COCCn1c(C(C)C)nc2oc3ccccc3c(=O)c2c1=O
53	CCOC(=O)c1sc2nc(CSc3ccccc3)nc(NCCN(C)C)c2c1C
54	CN1CCN(C(=O)CSc2nc(-c3ccncc3)ccc2C#N)CC1
55	O=C(Cc1c(O)c2ccccc2[nH]c1=O)NC1CCCCCC1
56	CCOc1ccc(CN2CCSCC2)cc1
entry no.	49	50	51	52	53	54	55	56
H9c2 TAG inh	15	-18	13	-10	52*	-5	6	-6
H9c2 TAG inh DAPI viability	-4	-12	-11	12	-21*	10	0	10

57	CCOc1nonc1C(=N)/C(C(C)=O)=C(\C)O
58	Cc1c(-c2ccnc3cc(C(=O)O)nn23)cnn1C
59	COc1cccc(NC(=O)C2(S(=O)(=O)c3ccc(Cl)cc3)CC2)c1
60	O=C(NN1C(=O)C2C3C=CC(C4CC34)C2C1=O)c1ccc(Cl)cc1 (configuration not stated)
61	S=C(Nc1ccccc1Cl)N(CCCN1CCOCC1)Cc1ccccn1
62	CCOC(=O)C1=C(c2ccccc2)NC(=O)NC1c1cc(Br)c(O)c(OC)c1 (configuration not stated)
63	CC(=O)c1ccc(S(=O)(=O)N(C)CC(=O)Nc2cccc(S(=O)(=O)N3CCCC3)c2)cc1
64	COc1ccccc1CN1C(=S)SC(C)(C)C1NO (configuration not stated)
entry no.	57	58	59	60	61	62	63	64
H9c2 TAG inh	-27	-3	-9	-5	3	-3	-17	-14
H9c2 TAG inh DAPI viability	4	14	-9	-12	-4	9	5	-3

65	CC(=O)CC(CC(=O)NC1CCCCC1)c1ccccc1 (configuration not stated)
66	C/C(=N\O)C(=O)NCc1ccncc1
67	Cc1ccccc1COc1ccc(/C=C(\C#N)C(N)=O)cc1
68	C#CCCc1cocc1/C=[N+](\[O-])c1ccc(C(=O)OCC)cc1
69	Nc1nc(Cl)cc(N2CCCC2)n1
70	CCN(CC)C(=O)c1cccc(-c2csc(C(O)c3ccc(OC)cc3)n2)c1 (configuration not stated)
71	CCC(=O)NC(c1ccc(OC)cc1)c1cc(Cl)c2cccnc2c1O (configuration not stated)
72	Clc1ccc(-c2nc(N3CCCCC3)nc3ccccc23)cc1
entry no.	65	66	67	68	69	70	71	72
H9c2 TAG inh	3	-8	6	-4	-2	-42	42	-7
H9c2 TAG inh DAPI viability	1	-1	2	-17	8	0	-19	5

73	Cc1cc(/C=C2/NC(=O)N(Cc3ccccc3F)C2=O)c(C)n1-c1ccccn1
74	CCOC(=O)c1ccc(S(=O)(=O)N(CCO)Cc2cc3cc(OC)c(OC)cc3[nH]c2=O)cc1
75	Cn1c(Sc2ccc(Br)cc2)c(C=O)c2ccccc21
76	COCCN(Cc1ccccc1)C(=O)Cc1ccc(OC)c(S(=O)(=O)N2CCOCC2)c1
77	CCC(C(=O)Nc1ncccn1)(C(F)(F)F)C(F)(F)F
78	CC(=O)N(C)C1(c2nnnn2CCOC(=O)Nc2ccc(Cl)cc2)CCCCC1
79	COc1cc(C2C(C#N)=C(N)OC3=C2C(=O)CC(C)(C)C3)c([N+](=O)[O-])cc1OC (configuration not stated)
80	COc1cccc(S(=O)(=O)N(C)C[C@H]2OCc3cn(nn3)CCCC(=O)N([C@H](C)CO)C[C@@H]2C)c1
entry no.	73	74	75	76	77	78	79	80
H9c2 TAG inh	14	2	-55	6	6	7	41	-10
H9c2 TAG inh DAPI viability	0	0	-5	-1	4	-8	-18	-5

Complete entries as entered above. Order of values: H9c2 TAG inh	H9c2 TAG inh DAPI viability
Profile of COc1ccc(C=CC(=O)C=CC=Cc2ccccc2)cc1 = 14	1
Profile of CC(C)C(=O)NCc1cc(-c2ccccc2)no1 = -5	0
Profile of COc1ccccc1-c1ccc(=O)n(CC(=O)NCC2CCCO2)n1 (configuration not stated) = -7	-5

Other records.
81	COc1ccc(OC)c2[nH]c(=O)c(CCNC(=O)c3ccc(S(=O)(=O)N(C)C)cc3)cc12
82	CCCCN1C(=O)C(=O)N(CC(=O)Nc2sc(C)c(CC)c2C(=O)OCC)C1=O
83	Cc1ccc(N2CCN(C(=O)CNS(=O)(=O)c3ccc(Br)s3)CC2C)cc1 (configuration not stated)
84	CN(CC1COc2ccccc2O1)C(=S)Nc1ccccc1F (configuration not stated)
85	NC(Cc1ccc(C(F)(F)F)cc1)c1csc(Nc2ccc(C(=O)c3ccccc3)cc2)n1 (configuration not stated)
86	Brc1ccc(-c2cn3nc4c(nc3n2)CCCC4)cc1
87	COc1ccc(CNC(=O)C(=O)NCC2CCCN2S(=O)(=O)c2ccccc2)cc1 (configuration not stated)
88	O=C(COc1ncnc2sccc12)N1CCN(c2ccccc2)CC1
entry no.	81	82	83	84	85	86	87	88
H9c2 TAG inh	2	4	-29	-11	43	9	9	10
H9c2 TAG inh DAPI viability	9	-1	4	-5	3	-3	1	4

89	CN(CC(=O)Nc1ccc(Cl)cc1)C(=O)Cc1c(F)cccc1Cl
90	CCOc1ccccc1NC(=O)NC1CCN(CC(=O)Nc2ccc3c(c2)OCCO3)CC1
91	CC(c1nccs1)N(C)C(=O)CCc1nnc(CCc2ccccc2)o1 (configuration not stated)
92	COCCCNC(=O)CSC1=Nc2ccccc2C2=NC(Cc3c[nH]c4ccccc34)C(=O)N12 (configuration not stated)
93	Cc1ccc(C2c3c(oc4ccccc4c3=O)C(=O)N2CCCN2CCOCC2)o1 (configuration not stated)
entry no.	89	90	91	92	93
H9c2 TAG inh	1	30	4	-21	7
H9c2 TAG inh DAPI viability	-10	-5	3	-1	-1
